Source: PubChem
TbMetRS inhib = blocks T. brucei methionyl-tRNA synthetase activity. purified T. brucei MetRS, ATP depletion, Kinase-Glo luminescence. inhibition, % at 11.9 µM. hit rate 0.4% among 360,000. AID 624268;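 active = inhibition above a per-plate cutoff of the control wells' mean inhibition plus 3 SD, cut at about 5.5% in these data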;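 also: 0% = DMSO wells median and 100% = median of wells with control inhibitor compound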
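Material: parasite MetRS enzyme / Replication: singlicate, one well per compound / Signal: luminescence of leftover ATP / Schedule: 2 h aminoacylation at 25 °C after 15 min preincubation / Medium: HEPES-MgCl2-KCl buffer plus DTT, spermine, BSA, pyrophosphatase / Doses: 11.9 µM single point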
STEP block = STEP (human) phosphatase inhibition; recombinant STEP, OMFP fluorogenic substrate, fluorescence; inhibition, % at 20 µM; hit rate 0.25% among 360,000;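 active = inhibition at 20 µM, scaled per plate between control wells, above about 37%, limit read from the data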;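 also: 0% = DMSO with enzyme and substrate and 100% = substrate only without enzyme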
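Also added – OMFP at 25 µM · Test system – STEP tyrosine phosphatase · Technique – FITC-channel fluorescence of OMFP product · Schedule – 20 min at room temperature, dark · Evaluation – control-normalized % inhibition with plate pattern correction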
LMPTP block = blocks human LMPTP phosphatase; hit rate 0.22% among 360,000; P24666; AID 651560; recombinant LMPTP-A, OMFP fluorogenic substrate, fluorescence intensity; inhibition, % at 20 µM;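 active = compounds that cut the enzyme signal by at least half of the control window in the single-dose screen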;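 also: plate controls were DMSO wells with enzyme plus substrate for no effect and substrate without enzyme for full effect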
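Test system: LMPTP-A, protein tyrosine phosphatase of low molecular weight; Input: 0.625 nM enzyme; Incubation: 50 min dark incubation at room temperature; Signal: endpoint fluorescence intensity from OMFP dephosphorylation; Read-out basis: % inhibition versus control wells.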
SKN-1 inh = blocks SKN-1 activity in C. elegans. C. elegans VP596 Pgst-4::GFP/RFP ratio, acrylamide-induced, 24 h. inhibition, % at 21.8 µM. hit rate 0.49% among 360,000. AID 624304;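 active = interference check ratio from 0.5 to 1.5 plus GFP to RFP signal ratio inhibition reaching or exceeding a fixed threshold, cut at about 30% in these data, passing the limit was not always enough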; also: some compounds called inactive have numbers as strong as hits
NadD inh = blocks S. aureus nicotinate mononucleotide adenylyltransferase; AID 602399; purified NadD enzyme, colorimetric absorbance read-out; inhibition, % at 20 µM; hit rate 0.78% among 360,000; in the data active = inhibition above about 26%; also: some compounds past the cut are filed as inactive
Neddyl block = inhibitors of human cullin neddylation | TR-FRET cullin neddylation, biochemical | calls only at 25 µM | hit rate 0.58% among 360,000; in the data active = inhibition above about 36%
Target sequence (P61081 whole entry, looked up): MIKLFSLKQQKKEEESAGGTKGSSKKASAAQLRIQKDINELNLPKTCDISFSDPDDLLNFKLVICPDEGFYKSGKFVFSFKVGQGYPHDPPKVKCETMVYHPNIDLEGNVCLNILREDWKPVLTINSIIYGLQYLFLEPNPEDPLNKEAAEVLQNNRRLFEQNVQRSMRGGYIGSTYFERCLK
Target sequence (Q13564 whole entry, looked up): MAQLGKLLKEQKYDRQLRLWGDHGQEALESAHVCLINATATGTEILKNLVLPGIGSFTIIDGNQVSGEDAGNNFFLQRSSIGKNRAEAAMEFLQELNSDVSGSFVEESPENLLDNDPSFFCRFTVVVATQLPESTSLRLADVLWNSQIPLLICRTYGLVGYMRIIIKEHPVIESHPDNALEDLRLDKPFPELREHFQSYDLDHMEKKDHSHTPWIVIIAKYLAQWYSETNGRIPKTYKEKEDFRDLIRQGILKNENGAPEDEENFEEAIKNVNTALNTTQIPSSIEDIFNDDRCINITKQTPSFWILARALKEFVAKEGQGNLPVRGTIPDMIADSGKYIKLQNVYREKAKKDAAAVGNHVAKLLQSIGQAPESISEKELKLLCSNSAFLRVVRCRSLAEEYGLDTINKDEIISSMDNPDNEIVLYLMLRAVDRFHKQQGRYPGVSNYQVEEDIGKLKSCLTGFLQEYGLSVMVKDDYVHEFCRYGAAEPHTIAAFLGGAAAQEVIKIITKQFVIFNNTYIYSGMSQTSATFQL
SUMO1-SIM PPI = SUMO1-SIM interaction modulation; P63165; hit rate 0.33% among 360,000; inhibition, % at 20 µM; SUMO1 binding to a labelled peptide, TR-FRET, 1 h; AID 602429; in the data active = inhibition above about 37%
Target sequence (P63165 whole entry, looked up): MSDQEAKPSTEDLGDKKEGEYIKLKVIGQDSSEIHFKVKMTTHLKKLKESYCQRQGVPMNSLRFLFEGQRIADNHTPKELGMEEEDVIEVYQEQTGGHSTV
Scp-1 inhibitor = Scp-1 (human) phosphatase inhibition | Recombinant Scp1, phosphopeptide, malachite green phosphate absorbance | AID 493091 | hit rate 0.88% among 340,000 | inhibition, % at 20 µM | Q9GZU7;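 active = inhibition above about 50% at 20 µM, limit read from the data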;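 also: plate controls were DMSO wells with enzyme for no effect and wells lacking enzyme for full effect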
Target sequence (Q9GZU7 76-261 limits assumed): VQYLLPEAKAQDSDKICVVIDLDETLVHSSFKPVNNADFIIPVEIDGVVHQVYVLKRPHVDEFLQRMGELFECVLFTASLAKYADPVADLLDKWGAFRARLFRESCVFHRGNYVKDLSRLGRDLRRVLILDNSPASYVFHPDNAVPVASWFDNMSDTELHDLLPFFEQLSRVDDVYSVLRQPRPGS
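Test system: SCP-1 phosphatase catalytic domain, residues 76-261; measured by: colorimetric phosphate reagent with accelerator and stabiliser, absorbance at 630 nm; timing: enzyme reaction 45 min at room temperature, colour 5 min, stabilisation 30 min; also added: Phosphorylated 17-residue peptide substrate; compound dosing: one concentration, 20 µM, with 1.0% DMSO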
DNMT1 inh = inhibitors of human DNMT1. P26358. DNMT1 molecular beacon, Hinp1I cleavage, fluorescence. inhibition (reported as % activation of signal), % at 10 µM. hit rate 0.83% among 360,000; in the data active = inhibition above about 50%
CendR NRP1 mod = alters CendR peptide binding to human NRP-1; FAM-RPARPAR peptide binding to NRP-1, fluorescence polarization; hit rate 0.85% among 360,000; inhibition, % at 25 µM;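 active = inhibition or corrected inhibition above about 18%, plus a signal ratio from 0.5 to 1.5, limit read from the data, passing the limit was not always enough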; also: strong numbers were not always called active
Active calls of the source: *; i = inactive; nt = no result given.

Second line of a record: TbMetRS inhib | STEP block | LMPTP block | SKN-1 inh | NadD inh | Neddyl block | SUMO1-SIM PPI | Scp-1 inhibitor | DNMT1 inh | CendR NRP1 mod
COc1ccccc1NC(=O)CSc1nnc(CCNC(=O)c2ccc(C)cc2)n1C
  -0.3 | 1 | -0.1 | 1 | -5 | i | -1 | -14 | 1 | 21
Cc1nn(-c2ncc(C(F)(F)F)cc2Cl)c(=O)n1-c1ccccc1F
  0.1 | 0 | -1.2 | -4 | -6 | i | -4 | -3 | 0 | 7
CCOC(=O)C1CCCN(C(=O)c2ccc3oc(Cc4ccccc4)nc3c2)C1 (stereo not drawn)
  -0.2 | -2 | -0.9 | 18 | 5 | i | 0 | -2 | 1 | 6
CC(=O)Nc1nc(C)cs1
  -1.1 | 6 | -0.7 | 11 | -2 | i | -1 | -7 | 1 | 16
COc1ccc(O)c(/C=N/c2sc(C)c(C)c2C#N)c1
  0.3 | -1 | -1.0 | 25 | 1 | i | -4 | -11 | 2 | -206
O=C(Nc1cc(S(=O)(=O)N2CCOCC2)ccc1N1CCOCC1)c1cccs1
  -0.1 | 2 | -2.9 | 2 | 4 | i | 0 | -5 | -1 | -3
COc1ccc2c(c1)OC[C@H]1[C@H]2N2C(=O)[C@H](C)NC(=O)[C@@]2(C)[C@H]1c1ccccc1
  -0.2 | -4 | -2.4 | 11 | -6 | i | 0 | -6 | 8 | 7
O=[N+]([O-])c1ccc(OCc2n[nH]c(=S)n2-c2ccccc2)cc1
  0.5 | 0 | -0.1 | 6 | -6 | i | -19 | -10 | -4 | 4
Cc1cc(-c2n[nH]c(=S)n2CC(C)C)cs1
  -0.8 | 2 | -1.6 | -6 | 1 | i | 0 | 17 | 5 | -5
CNS(=O)(=O)c1ccc2nc(NC(=O)/C=C/c3ccco3)sc2c1
  0.3 | -2 | 5.0 | 3 | 7 | i | 11 | 6 | 6 | -90
COc1ccc(NC(=O)CCCn2c(=O)c3sccc3n(Cc3ccc(C)cc3)c2=O)cc1
  -0.8 | -4 | 0.6 | -2 | -6 | i | 0 | -27 | -4 | -1
O=C(Nc1ccc2[nH]c(=S)sc2c1)Nc1ccccc1F
  3.0 | -3 | 3.6 | 34 | 21 | i | 19 | 8 | -33 | 1
CCc1ccnc(NS(=O)(=O)c2ccc3c(c2)OCCO3)c1
  -0.5 | -3 | -4.2 | -5 | 2 | i | -2 | -5 | -1 | -6
CCc1noc(C)c1C(=O)N1CCC(CCC(=O)Nc2cccc(C)c2)CC1
  0.1 | 0 | -1.6 | 4 | -4 | i | 4 | 12 | 2 | 2
CN(C)S(=O)(=O)c1cc(NC(=O)CSc2cccc[n+]2[O-])ccc1Cl
  -0.2 | -2 | -1.1 | 4 | -3 | i | 3 | 13 | -1 | -4
O=Cc1ccc(N2CCN(S(=O)(=O)c3ccc4c(c3)CC(=O)N4)CC2)cc1
  1.1 | 0 | 20 | 10 | 24 | i | 11 | nt | -1 | -15
CCCCC(=O)NC(c1ccc(OC)c(OC)c1)c1ccc2cccnc2c1O (stereo not drawn)
  -0.9 | 0 | 0.9 | 4 | 9 | i | -13 | -6 | -2 | 6
CCCCCC(=O)NC(=S)NNC(=O)c1ccc([N+](=O)[O-])cc1
  0.2 | 1 | -2.2 | 9 | 2 | i | -17 | -9 | 1 | 10
COc1cccc(C(=O)NNC(=O)CCN2CCN(c3ccccc3)CC2)c1
  -0.2 | 2 | -1.0 | 0 | -3 | i | -9 | -3 | -3 | 10
CCNc1nc(Oc2c(Cl)cccc2Cl)cc(C(F)(F)F)n1
  -0.4 | 1 | 2.9 | 21 | -5 | i | 2 | -2 | -4 | -8
O=C(C(Cl)Cl)N1CCN(Cc2ccccc2)CC1
  -0.1 | 1 | 0.6 | 8 | -2 | i | -7 | -9 | -16 | -11
CCCC(C)C(=O)Nc1ccc(F)c(Cl)c1 (stereo not drawn)
  -0.5 | -3 | 0.0 | -6 | -5 | i | -2 | 1 | 8 | -3
CN1CCN(CCC(=O)Nc2cccc(F)c2)CC1
  -0.1 | -1 | -2.9 | -3 | 0 | i | -1 | -3 | -2 | -2
CCOC(=O)C1=C(C)NC(=O)NC1c1ccsc1 (stereo not drawn)
  -0.6 | 2 | -2.5 | -7 | -2 | i | -2 | -18 | 0 | 8
CCc1nnc(NC(=O)CSc2nnc(-c3ccco3)n2CC)s1
  -0.2 | 4 | -0.8 | 9 | -1 | i | 4 | 2 | 3 | -10
CCN(CC)C(=O)c1sc(NC(=O)c2c(OC)cccc2OC)c(C#N)c1C
  -1.1 | 1 | 0.1 | 4 | -5 | i | 5 | 3 | -2 | -21
CC(C)C(=O)N1C2CCC1CC(O)(c1ccc(F)cc1)C2 (stereo not drawn)
  0.2 | -1 | -0.5 | -3 | -7 | i | -1 | -4 | 1 | 0
O=C(COC(=O)c1ccc(S(=O)(=O)N2CCOCC2)cc1)NCc1ccccc1
  0.1 | 1 | 0.1 | -1 | -6 | i | 1 | -7 | -1 | -8
C=C(C)CNC(=S)N/N=C1\CCCCc2ccccc21
  0.0 | 2 | 1.8 | 9 | -1 | i | -1 | -1 | 0 | -6
Nc1nc(=S)[nH]c2c1C1(CCCCC1)Cc1ccccc1-2
  -1.1 | 0 | -0.3 | -5 | 35* | i | -4 | 8 | 3 | 4

Next section:
Second line of a record: TbMetRS inhib | STEP block | LMPTP block | SKN-1 inh | NadD inh | Neddyl block | SUMO1-SIM PPI | Scp-1 inhibitor | DNMT1 inh | CendR NRP1 mod
CC1(C)Cc2nc(NCCN3CCOCC3)c(C#N)cc2CO1
  -0.9 | 3 | -0.2 | 3 | 7 | i | 0 | -10 | -2 | 18
O=[N+]([O-])c1ccc(S(=O)Cc2ccccc2)c([N+](=O)[O-])c1 (stereo not drawn)
  -0.3 | 3 | -1.9 | -7 | 2 | i | -22 | 5 | 17 | 17
CC(C)Cc1nnc(NC(=O)CSc2nc(N)cc(=O)[nH]2)s1
  1.9 | -1 | -0.9 | 18 | 4 | i | 4 | -6 | 4 | 5
COc1cccc(CNC(=O)c2cccnc2Sc2ccc(C)cc2C)c1
  0.6 | -2 | 0.6 | -21 | -2 | i | 2 | -4 | 0 | 2
CC(=O)c1ccc(NC(=O)c2sc3nc(N4CCOCC4)c4c(c3c2N)CCCC4)cc1
  -0.5 | 5 | 2.1 | -9 | 3 | i | -6 | 0 | -20 | 3
COc1cccc(-n2cnc3scc(-c4cccs4)c3c2=O)c1
  -1.0 | 4 | -4.6 | 21 | -7 | i | -6 | -12 | -4 | 0
O=C(CSc1nnc(-c2ccco2)n1Cc1ccco1)N1CCOCC1
  0.2 | 4 | -0.4 | 3 | 0 | i | 1 | 12 | -2 | 2
CCCS(=O)(=O)N1CCC(C(=O)NC2CCCCC2C)CC1 (stereo not drawn)
  -0.2 | -4 | -1.5 | -12 | -5 | i | 1 | -10 | 1 | 14
COc1cc(C(=O)CCN2CCC(c3ccccc3)C2)cc(OC)c1OC (stereo not drawn)
  -0.7 | -3 | -2.9 | 1 | -4 | i | 0 | -7 | 6 | -4
Cc1cccc(NC(=S)NC(=O)/C=C/c2ccccc2)n1
  0.2 | 1 | 0.0 | 7 | 0 | i | 3 | 3 | 8 | 14
Cc1cc(CNC(=O)COc2ccc(F)cc2)c2ccccc2n1
  -1.4 | -3 | -0.9 | 9 | -3 | i | 0 | -2 | -1 | 0
CC(C)(C)c1cc(C(=O)N2CCN(c3ncccn3)CC2)ccn1
  -0.8 | -1 | -1.2 | -15 | -4 | i | 0 | 5 | 3 | 0
CC(C)(C)n1nnnc1C(c1ccc(F)cc1)N1CCC(C(N)=O)CC1 (stereo not drawn)
  -1.2 | 1 | -1.1 | -15 | -1 | i | 0 | -6 | 0 | 9
COC(=O)C(CCSC)NC(=O)CNS(=O)(=O)c1ccc(F)cc1 (stereo not drawn)
  0.1 | 1 | -1.1 | 8 | 5 | i | -3 | -5 | 2 | 6
CCOC(=O)C1=NNC(C(=O)c2ccc(C)cc2)C1c1ccc(C)cc1 (stereo not drawn)
  -0.8 | 2 | 0.5 | 0 | -1 | i | 1 | -5 | -3 | -3
Cc1ccc(NC(=O)Cn2nc(C)cc2C)cc1
  -0.9 | 0 | -0.9 | -6 | 1 | i | -2 | 3 | 5 | 5
Cc1cccc(C)c1NC(=O)CN1C(=O)N(C)Cc2ccccc21
  2.4 | -2 | -0.1 | 4 | 0 | i | 2 | -7 | -1 | 18
Cn1c(-c2ccco2)nc2cc3ccccc3cc21
  -2.6 | 2 | 1.5 | 42* | -1 | nt | -16 | 10 | -2 | -4
CC1Cc2ccccc2N1C(=O)CNc1cccc(S(=O)(=O)N2CCCC2)c1 (stereo not drawn)
  -1.5 | -2 | 0.3 | 3 | -3 | i | 0 | -1 | -2 | 6
O=C(Cc1nc(-c2cnccn2)no1)NNC(=O)Nc1ccccc1
  -0.2 | -4 | -1.0 | 6 | 0 | i | -1 | -4 | 1 | -6
O=C(Cc1ccccc1)Nc1ccc2c(c1)CCC2
  -1.0 | 1 | -0.4 | 14 | -2 | i | 1 | -2 | 1 | -1
CCC(C)[C@H](NC(=O)N1CC(=O)Nc2ccccc21)C(=O)N[C@@H](C(=O)O)c1ccccc1 (stereo partly drawn)
  -0.5 | 0 | -1.4 | -2 | 1 | i | -2 | 12 | 0 | -3
O=C(Cn1cc(C(F)(F)F)ccc1=O)N/N=C/c1ccc(O)cc1
  0.1 | 0 | -1.4 | -2 | -2 | i | -7 | -9 | 2 | -3
COC(=O)C(=C/C=C/c1cccnc1)C(=O)OC
  -0.8 | 4 | 0.0 | 6 | -4 | i | -5 | -4 | -1 | 10
CSCCC(NC(=O)c1ccc(Cl)c([N+](=O)[O-])c1)C(=O)N1CCN(C/C=C/c2ccccc2)CC1 (stereo not drawn)
  -0.4 | -2 | 0.4 | -13 | 1 | i | -7 | 7 | -3 | -4
Cc1ccc2c(c1)C(O)(CC(=O)c1ccc3c(c1)OCO3)C(=O)N2 (stereo not drawn)
  -0.3 | 2 | 0.0 | 10 | -5 | i | 0 | 0 | -3 | -4
Cc1ccc(C(=O)NC(=S)NNS(=O)(=O)c2ccc(C)cc2)cc1
  -0.3 | -2 | -0.2 | 5 | 9 | i | 2 | -11 | -3 | -7

Arranged by count of non-hydrogen atoms (low to high): some entries from above
Second line of a record: TbMetRS inhib | STEP block | LMPTP block | SKN-1 inh | NadD inh | Neddyl block | SUMO1-SIM PPI | Scp-1 inhibitor | DNMT1 inh | CendR NRP1 mod
COc1cccc(-n2cnc3scc(-c4cccs4)c3c2=O)c1
  -1.0 | 4 | -4.6 | 21 | -7 | i | -6 | -12 | -4 | 0
Cc1ccc(C(=O)NC(=S)NNS(=O)(=O)c2ccc(C)cc2)cc1
  -0.3 | -2 | -0.2 | 5 | 9 | i | 2 | -11 | -3 | -7
CC(=O)c1ccc(NC(=O)c2sc3nc(N4CCOCC4)c4c(c3c2N)CCCC4)cc1
  -0.5 | 5 | 2.1 | -9 | 3 | i | -6 | 0 | -20 | 3
